Rtt109 Vps75: inhibitors of C. albicans Rtt109/Vps75 HAT, primary screen, biochemical, ThioGlo CoA-SH fluorescence, plate reader. Histone acetyltransferase RTT109 (Candida albicans (strain SC5314 / ATCC MYA-2876)), …. purified Rtt109/Vps75, 4 h. inhibition, % at 34.9 µM. actives 0.16% (n = 330,000). AID 540336, 2011;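 active means inhibition of at least 50% in every replicate; inconclusive means best replicate reaches 50% inhibition but some replicates fall short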
Target sequence (Q5AAJ8 whole entry, looked up): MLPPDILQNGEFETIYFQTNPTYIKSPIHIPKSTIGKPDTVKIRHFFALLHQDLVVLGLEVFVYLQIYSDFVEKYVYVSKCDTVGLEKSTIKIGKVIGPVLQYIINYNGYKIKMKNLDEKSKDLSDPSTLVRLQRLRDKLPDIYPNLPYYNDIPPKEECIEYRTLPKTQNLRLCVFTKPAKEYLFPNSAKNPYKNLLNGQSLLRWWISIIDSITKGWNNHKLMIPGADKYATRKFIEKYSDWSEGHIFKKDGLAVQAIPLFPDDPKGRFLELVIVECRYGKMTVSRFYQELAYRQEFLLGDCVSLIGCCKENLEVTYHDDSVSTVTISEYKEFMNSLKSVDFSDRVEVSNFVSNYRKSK
NSD2 inh: NSD2 histone methyltransferase inhibitors, primary screen, biochemical, AlphaScreen, single concentration, set 2; Histone-lysine N-methyltransferase NSD2 (Homo sapiens), O96028; NSD2 peptide methylation, 120 min; inhibition, % at 12.5 µM; actives 0.54% (n = 310,000); AID 743445, 2014; in the data active means inhibition above about 50%
dFosB activator: activators of delta FosB homodimer, primary screen, biochemical, fluorescence polarization, TAMRA-CDK5 oligo, single point | Protein FosB (Mus musculus), P13346 | purified delta FosB; percent of positive-control signal above neutral wells | activation, % at 25 µM | actives 0.99% (n = 340,000) | AID 493131, 2011;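 active means mean activation above about 17%, with every replicate also reaching it, limit read from the data, passing the limit was not always enough; inconclusive means only one of the two conditions met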;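 further: fluorescence polarization rise as delta FosB binds a TAMRA Cdk5 AP-1 oligo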
CAL PDZ FP-1: CAL PDZ peptide-binding inhibitors, primary screen, biochemical, fluorescence polarization, Cer-tagged CAL PDZ, HTS. purified CAL PDZ, TMR-peptide fluorescence polarization, 1 h. inhibition, % at 20 µM. actives 0.02% (n = 330,000). AID 504414, 2011;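 active means highest replicate inhibition of at least 40%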;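 further: plate controls were DMSO neutral control wells for no effect and unlabeled competitor peptide control wells for full effect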
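Control set: unlabelled peptide and DMSO controls / Material: purified CerCALP PDZ construct / Timing: 1 h incubation at room temperature before polarization reading / Doses: 20 µM, one dose / Detection: fluorescence polarization (mP)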
PfHsp90 yeast 2: growth inhibition of PfHsp90-expressing yeast, primary screen, antimalarial PfHsp90 inhibitor project, S. cerevisiae, BacTiter-Glo luminescence, single point, set 2; BacTiter-Glo ATP, 48 h; yeast lacking PDR1 and PDR3 efflux regulators; inhibition, % at 9.4 µM; actives 0.32% (n = 310,000); AID 504621, 2011;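 active means every replicate shows inhibition above about 80%, whatever the replicate mean, limit read from the data; inconclusive means mean inhibition reaches the set limit but some replicate falls short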;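 further: 0% = DMSO neutral controls and 100% = 20 µM radicicol positive controls; yeast relying on Plasmodium falciparum Hsp90 in place of its own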
CAL PDZ FP-2: untagged CAL PDZ binding inhibitors, primary screen, biochemical, fluorescence polarization, HTS. inhibition, % at 24.9 µM. Golgi-associated PDZ and coiled-coil motif-containing protein (Homo sapiens), Q9HD26. purified CAL PDZ, TMR-peptide fluorescence polarization, 1 h. actives 0.92% (n = 300,000). AID 602252, 2012;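 active means mean inhibition of at least 30% with at least half of replicates also reaching 30%; inconclusive means no clear call, values can overlap the other calls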;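 further: 0% = DMSO neutral control and 100% = excess unlabeled competitor peptide PRC23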
SR-BI DiI-HDL act: activators of SR-BI mediated DiI-HDL uptake, primary screen, ldlA[mSR-BI] CHO cells, DiI fluorescence; activation, % at 12.5 µM; 3 h; 100 = double the neutral-control signal; actives 0.096% (n = 320,000);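 active means mean replicate activation of at least 60% and every replicate at or above 60%; inconclusive means mean or all-replicate condition met, but not both; inactive means mean below 60% and not all replicates reaching 60%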;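 further: 0% = median plate neutral-control signal and 100% = twice that signal; values of inactives mirror those of a sister screen read the other way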
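Assay system: CHO ldlA[mSR-BI] cells, LDL receptor-null, SR-BI overexpressing; medium: Ham's F12 with 0.5% BSA, HEPES 25 mM, pH 7.4; also added: DiI-HDL 10 µg/mL; timing: 3 h uptake period with compound, 37 °C; signal: DiI fluorescence, bottom read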
SR-BI DiI inh: inhibitors of SR-BI mediated HDL lipid uptake, primary screen, ldlA[mSR-BI] cells, fluorescence, single point. ldlA[mSR-BI] CHO cells, DiI-HDL uptake fluorescence, 3 h. inhibition, % at 12.5 µM. actives 0.96% (n = 320,000). AID 488896, 2010;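 active means mean replicate inhibition of at least 70% and a set share of replicates each scoring 70 or more; inconclusive means meets just one of the two criteria; inactive means fails both criteria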;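 further: 0% = median of neutral control wells and 100% = median of positive control wells; values of inactives mirror those of a sister screen read the other way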
Target sequence (Q61009 whole entry, looked up): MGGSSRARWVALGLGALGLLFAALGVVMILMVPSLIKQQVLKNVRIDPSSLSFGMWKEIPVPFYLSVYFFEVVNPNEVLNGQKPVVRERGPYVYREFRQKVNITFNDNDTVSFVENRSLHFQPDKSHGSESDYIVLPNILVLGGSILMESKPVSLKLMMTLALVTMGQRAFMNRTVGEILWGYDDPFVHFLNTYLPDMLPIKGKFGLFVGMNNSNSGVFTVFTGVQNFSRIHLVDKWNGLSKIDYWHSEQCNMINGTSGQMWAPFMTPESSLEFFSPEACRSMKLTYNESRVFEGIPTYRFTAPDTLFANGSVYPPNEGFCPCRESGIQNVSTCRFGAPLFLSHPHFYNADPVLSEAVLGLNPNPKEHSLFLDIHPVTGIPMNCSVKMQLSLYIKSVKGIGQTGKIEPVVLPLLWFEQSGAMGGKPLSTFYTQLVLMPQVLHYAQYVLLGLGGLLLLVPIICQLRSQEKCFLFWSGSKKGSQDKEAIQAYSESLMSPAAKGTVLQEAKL
MITF TRPM1 HTS: activators of MITF-driven TRPM1 promoter reporter, primary screen, cell-based, SK-MEL-5, luciferase, single point; actives 0.75% (n = 300,000); activation, % at 12.5 µM; AID 588334, 2011; SK-MEL-5 TRPM1-promoter luciferase, 24 h; % of positive control, neutral wells = 0;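 active means mean activation of at least 80% with every replicate also reaching 80%; inconclusive means mean reaches 80% but some replicate falls short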;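 further: 0% = neutral control wells and 100% = parthenolide positive control wells; values of inactives mirror those of a sister screen read the other way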
PvdQ inh: P. aeruginosa PvdQ acylase inhibitors, primary screen, biochemical, fluorescence, plate reader and imaging, single point. PvdQ acylase [Pseudomonas aeruginosa LESB58]. purified PvdQ acylase. inhibition, % at 10 µM. actives 0.063% (n = 340,000). AID 488965, 2010; in the data active means inhibition above about 30%, passing the limit was not always enough; inconclusive means no clear call, values can overlap the other calls;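 further: 0% = vehicle neutral wells and 100% = reference inhibitor wells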
Active calls of the source: *; ? = inconclusive; / = no result given. Hits appear at their usual frequency (roughly 4.3% active in at least one column).

SMILES	Rtt109 Vps75	NSD2 inh	dFosB activator	CAL PDZ FP-1	PfHsp90 yeast 2	CAL PDZ FP-2	SR-BI DiI-HDL act	SR-BI DiI inh	MITF TRPM1 HTS	PvdQ inh
O=C(CCN1CCN(c2ccccc2)CC1)c1ccc(Br)cc1	-1	13	-4	-1.1	-4	6	/	/	-3	-15
O=Cc1c(SCCO)nc2ccccn2c1=O	9	8	-4	-3.0	5	-2	4	-4	-4	6
COc1ccc(-n2ccn(CC(=O)Nc3ccccc3OC)c(=O)c2=O)cc1	10	0	-5	-1.2	-13	-3	-2	2	-9	9
O=C(CCc1ccccc1)Nc1ccc(NC(=O)C2CCCCC2)nc1	/	2	-6	-2.0	-13	-5	-16	16	0	-1
CCOC(=O)c1ccc2ncc(C(=O)OCC)c(NCCN(C)C)c2c1	-5	/	-26	-1.1	-3	/	7	-7	6	-5
Oc1c(Br)cc(Br)cc1/C=N/NC(=S)N[C@H]1CC2C=CC1C2 (stereo partly specified)	8	6	-6	-0.4	-32	1	-78	78*	/	-7
O=C(N/N=C1\CCCc2oc(C(=O)O)cc21)c1ccccc1	-1	-1	-2	0.0	22	-1	18	-18	18	-7
CC(=O)NCCn1c(SCC(=O)c2ccc(Cl)cc2)nc2ccccc2c1=O	-3	-1	1	-0.7	/	/	8	-8	-12	-11
CN(C)CCNC(=O)Nc1cccc(Cl)c1Cl	11	-1	0	0.7	17	-1	10	-10	-8	11
COc1ccc(NC(=O)c2ccccc2[N+](=O)[O-])cc1OC	0	-1	-3	0.3	21	-6	-22	22	-7	4
CCOc1ccc(NS(=O)(=O)c2cc(Cl)ccc2OC)cc1	12	-3	-10	0.5	-1	1	8	-8	-1	8
O=P(O)(CP(=O)(c1ccccc1)c1ccccc1)c1ccccc1	6	0	-1	-1.2	-29	-2	12	-12	3	-11
Cc1ccc(NC(=S)N(CCCN2CCOCC2)Cc2ccco2)cc1	-2	0	-3	0.4	27	3	-1	1	-1	8
CSc1nc2sc3c(c2c2nncn12)CCC3	-2	1	-22	-6.2	-4	-9	?	-60	11	-9
CN(C)/C=C(/C(=O)c1ccc(Cl)cc1)S(=O)(=O)c1ccc(Cl)cc1	-3	-2	1	-0.6	/	/	6	-6	2	3
CC(=O)Nc1ccc(NC(=O)c2ccnn2C)cc1	-7	10	2	-0.9	-4	3	/	/	-9	-9
CCc1ccc2[nH]c3nc(SCc4nnc(-c5ccccc5)o4)nnc3c2c1	-7	-2	8	-0.5	7	-3	20	-20	2	-19
Cc1ccc(S(=O)(=O)NCC(=O)OCC(=O)NCc2ccc(F)cc2)cc1	-1	-7	-13	-0.2	-17	0	16	-16	6	-6
CCC1(C(N)=O)CC2C=CC1C2 (stereo unspecified)	-4	2	-2	-0.2	-11	-3	-16	16	8	1
O=C(C=CC(=O)OC1CCCCC1)OC1CCCCC1	0	34	-4	-1.5	/	-2	1	-1	8	5
O=C(CN1CCCCCC1)NN(Cc1ccccc1)c1ccccc1	0	2	-11	0.4	9	-3	/	/	/	-8
CC(C)(C)c1ccc(C(=O)NCCC(=O)N2CCCC2)cc1	4	-1	-3	-2.3	17	0	16	-16	75	-5
CO/N=C/Cc1c([N+](=O)[O-])c(C)nn1C	-1	3	-2	/	4	9	12	-12	7	-10
Brc1nc(Br)n(Cc2ccccc2)n1	1	0	-4	-0.2	-12	/	4	-4	-8	-2
COc1ccccc1C1(O)CCN(CC(=O)Nc2c(C)nn(C)c2C)CC1	-3	-3	5	-0.2	7	-2	6	-6	-11	-5

Three entries already listed, ordered by molar mass, falling:
SMILES	Rtt109 Vps75	NSD2 inh	dFosB activator	CAL PDZ FP-1	PfHsp90 yeast 2	CAL PDZ FP-2	SR-BI DiI-HDL act	SR-BI DiI inh	MITF TRPM1 HTS	PvdQ inh
COc1ccc(-n2ccn(CC(=O)Nc3ccccc3OC)c(=O)c2=O)cc1	10	0	-5	-1.2	-13	-3	-2	2	-9	9
Cc1ccc(NC(=S)N(CCCN2CCOCC2)Cc2ccco2)cc1	-2	0	-3	0.4	27	3	-1	1	-1	8
COc1ccc(NC(=O)c2ccccc2[N+](=O)[O-])cc1OC	0	-1	-3	0.3	21	-6	-22	22	-7	4

More structures follow:
SMILES	Rtt109 Vps75	NSD2 inh	dFosB activator	CAL PDZ FP-1	PfHsp90 yeast 2	CAL PDZ FP-2	SR-BI DiI-HDL act	SR-BI DiI inh	MITF TRPM1 HTS	PvdQ inh
CCNc1nc(NCC)nc(Oc2ccc(OCC)nn2)n1	1	0	-8	-0.3	12	-3	8	-8	3	5
Cc1cc(NC(=O)CCC(=O)N(c2cccc(F)c2)C(C(=O)NC2CCCC2)c2ccncc2)no1 (stereo unspecified)	-2	0	1	-2.4	4	-1	12	-12	4	-4
CCc1ccc(C(=O)NNC(=O)C2CC(=O)N(Cc3ccccc3)C2)cc1 (stereo unspecified)	21	-1	1	-3.8	/	-1	7	-7	4	1
CSCCC(NS(=O)(=O)/C=C/c1ccccc1)C(=O)O (stereo unspecified)	-3	-2	-8	1.0	/	2	-5	5	-4	-8
NC(=Nc1ccccc1)Nc1ccccc1	-4	37	-13	-2.1	-11	-5	18	-18	-1	8
COc1ccc(CNC(=O)CCCCCNc2nc(=S)[nH]c3ccccc23)cc1	3	0	39*	-0.8	-23	-7	-18	18	5	5
CN(Cc1nc(-c2ccc(Cl)cc2)no1)C(=O)c1ccc2c(c1)OCO2	0	/	-9	-4.9	/	0	-14	14	-7	-13
OCCCc1cn(Cc2ccccc2)c2ccccc12	4	22	-11	/	-8	56*	-19	19	-5	-22
COc1ccccc1C(=O)COC(=O)Cn1[nH]c(=O)c2ccccc2c1=O	1	1	-10	-1.0	-12	-2	5	-5	-10	-4
O=C(COC(=O)c1cc([N+](=O)[O-])ccc1NCCO)c1ccc(Cl)cc1	-1	3	0	-3.8	10	-20	-44	44	-3	-11
CCOC(=O)N1CCC(c2cc(=O)n3[nH]cc(C(=O)OC)c3n2)CC1	2	/	0	0.2	6	2	6	-6	-12	-15

15 of these compounds in a different format:
Molecule,Rtt109 Vps75,NSD2 inh,dFosB activator,CAL PDZ FP-1,PfHsp90 yeast 2,CAL PDZ FP-2,SR-BI DiI-HDL act,SR-BI DiI inh,MITF TRPM1 HTS,PvdQ inh
CC(C)(C)c1ccc(C(=O)NCCC(=O)N2CCCC2)cc1,4,-1,-3,-2.3,17,0,16,-16,75,-5
CO/N=C/Cc1c([N+](=O)[O-])c(C)nn1C,-1,3,-2,/,4,9,12,-12,7,-10
Brc1nc(Br)n(Cc2ccccc2)n1,1,0,-4,-0.2,-12,/,4,-4,-8,-2
COc1ccccc1C1(O)CCN(CC(=O)Nc2c(C)nn(C)c2C)CC1,-3,-3,5,-0.2,7,-2,6,-6,-11,-5
CCNc1nc(NCC)nc(Oc2ccc(OCC)nn2)n1,1,0,-8,-0.3,12,-3,8,-8,3,5
Cc1cc(NC(=O)CCC(=O)N(c2cccc(F)c2)C(C(=O)NC2CCCC2)c2ccncc2)no1 (stereo unspecified),-2,0,1,-2.4,4,-1,12,-12,4,-4
CCc1ccc(C(=O)NNC(=O)C2CC(=O)N(Cc3ccccc3)C2)cc1 (stereo unspecified),21,-1,1,-3.8,/,-1,7,-7,4,1
CSCCC(NS(=O)(=O)/C=C/c1ccccc1)C(=O)O (stereo unspecified),-3,-2,-8,1.0,/,2,-5,5,-4,-8
NC(=Nc1ccccc1)Nc1ccccc1,-4,37,-13,-2.1,-11,-5,18,-18,-1,8
COc1ccc(CNC(=O)CCCCCNc2nc(=S)[nH]c3ccccc23)cc1,3,0,39*,-0.8,-23,-7,-18,18,5,5
CN(Cc1nc(-c2ccc(Cl)cc2)no1)C(=O)c1ccc2c(c1)OCO2,0,/,-9,-4.9,/,0,-14,14,-7,-13
OCCCc1cn(Cc2ccccc2)c2ccccc12,4,22,-11,/,-8,56*,-19,19,-5,-22
COc1ccccc1C(=O)COC(=O)Cn1[nH]c(=O)c2ccccc2c1=O,1,1,-10,-1.0,-12,-2,5,-5,-10,-4
O=C(COC(=O)c1cc([N+](=O)[O-])ccc1NCCO)c1ccc(Cl)cc1,-1,3,0,-3.8,10,-20,-44,44,-3,-11
CCOC(=O)N1CCC(c2cc(=O)n3[nH]cc(C(=O)OC)c3n2)CC1,2,/,0,0.2,6,2,6,-6,-12,-15

Compound activity from PubChem.
